PTPN22 act: LYP (human) phosphatase activation; Q9Y2R2; recombinant LYP, DiFMUP fluorescence; 0 = plate median, 100 = signal doubled; activation, % at 2 µM; 0.11% of 96,000 active; AID 697;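 active means activation at 2 µM above a set limit, the mean plus 5 SD, cut at about 37% in these data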
Calb biofilm kill: kills Candida albicans biofilms. C. albicans biofilm + clotrimazole, Alamar Blue. inhibition, % at 6 µM. 0.14% of 85,000 active;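 active means inhibition above 20%; inactive means inhibition below 20%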;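 further: preformed 24 hr biofilms exposed to compound for 48 hr; 0% = biofilm without compound and 100% = blank killed by clotrimazole plus chlorhexidine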
CYP2C9 inhib: blocks human cytochrome P450 2C9; P11712; CYP2C9 Supersomes, luciferin-H conversion, luminescence; inhibition, % at 5 µM; 20% of 96,000 active; AID 777;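 active means blocking of liver enzyme CYP2C9 beyond about 50% at 5 µM, limit read from the data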; further: values of inactives mirror those of a sister screen read the other way
Target sequence (P11712 whole entry, looked up): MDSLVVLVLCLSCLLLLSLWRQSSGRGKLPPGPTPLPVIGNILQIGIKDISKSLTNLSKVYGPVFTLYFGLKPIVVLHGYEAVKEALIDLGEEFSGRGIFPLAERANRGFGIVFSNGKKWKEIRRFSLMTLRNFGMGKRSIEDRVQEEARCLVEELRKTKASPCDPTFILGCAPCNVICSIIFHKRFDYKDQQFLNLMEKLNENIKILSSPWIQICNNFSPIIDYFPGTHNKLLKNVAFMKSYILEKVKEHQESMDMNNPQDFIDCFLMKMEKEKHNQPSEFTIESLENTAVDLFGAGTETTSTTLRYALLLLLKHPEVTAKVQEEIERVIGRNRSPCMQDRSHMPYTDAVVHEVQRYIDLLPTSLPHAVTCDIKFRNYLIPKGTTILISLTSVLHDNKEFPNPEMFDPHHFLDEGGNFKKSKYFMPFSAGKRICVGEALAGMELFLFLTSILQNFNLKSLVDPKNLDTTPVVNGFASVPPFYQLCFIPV
PLK1 inh: PLK1 (human) kinase inhibition; P53350; recombinant PLK1 kinase, TR-FRET peptide phosphorylation; inhibition, % at 10 µM; 0.53% of 97,000 active; AID 619;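 active means inhibition of 50% or more in the single-concentration screen; inactive means inhibition below 50%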;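 further: 0% = DMSO max control and 100% = H-89 dihydrochloride min control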
CYP2C9 activ: increases human cytochrome P450 2C9 activity | activation factor at 5 µM | P11712 | 1.4% of 96,000 active | recombinant CYP2C9, luciferin-H conversion, luminescence; stronger effect = higher value; factor 1 = untreated enzyme, 0 = blocked;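 active means activation factor of 2 or more for CYP2C9 at a 5 µM dose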;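 further: 0 = sulfaphenazole-blocked wells and 1 = vehicle-only wells; values of inactives mirror those of a sister screen read the other way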
Rev-RRE block: HIV Rev-RRE protein-RNA interaction inhibition; inhibition, % at 8 µM; Rev peptide-RRE RNA binding, FRET; P05866; 0.79% of 97,000 active;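 active means inhibition above the screen-wide mean plus 3 SD, cut at about 35% in these data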;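 further: 0% = median DMSO wells and 100% = median Neomycin B control wells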
Target sequence (P05866 whole entry, looked up): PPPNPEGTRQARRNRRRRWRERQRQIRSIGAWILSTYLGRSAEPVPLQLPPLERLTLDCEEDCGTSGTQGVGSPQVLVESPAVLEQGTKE
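Test system: labelled RRE RNA duplex and labelled Rev peptide. Times: 5 min compound–RNA preincubation, then 15 min with peptide, 25 °C. Doses: single-dose 8 µM. Measured by: FRET, excitation 480 nm, emission 540 nm donor and 671 nm acceptor. Measure: % inhibition of FRET ratio versus controls.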
EphB4 ephrin blk: EphB4-ephrin-B2 interaction antagonism; EphB4 LBD / TNYL-RAW-Alexa532 peptide, fluorescence polarization; inhibition, % at 7 µM; 0.15% of 97,000 active; AID 720;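 active means inhibition above the screen-wide mean inhibition plus 3 SD, cut at about 15% in these data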;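 further: 0% = DMSO wells and 100% = excess unlabeled TNYL-RAW peptide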
PTPN22 inh 2: inhibitors of human LYP (PTPN22) phosphatase; AID 640; Q9Y2R2; recombinant LYP catalytic domain, DiFMUP fluorescence; 0.21% of 96,000 active; inhibition, % at 2 µM;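 active means inhibition at 2 µM at or above a set limit, the screen mean plus 3 SD, cut at about 24% in these data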;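 further: 0% = DMSO with enzyme and 100% = enzyme fully blocked by orthovanadate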
Plk1 PBD FP: blocks phosphopeptide binding to human Plk1 polo box domain; P53350; Plk1 PBD phosphopeptide binding, fluorescence polarization; inhibition, %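 (tested at about 20 µM)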; 0.13% of 97,000 active; AID 693; in the data active means inhibition above about 34%, passing the limit was not always enough
Numbers without * were called inactive; x = not tested or not shown.

SMILES	PTPN22 act	Calb biofilm kill	CYP2C9 inhib	PLK1 inh	CYP2C9 activ	Rev-RRE block	EphB4 ephrin blk	PTPN22 inh 2	Plk1 PBD FP
COc1ccc2c(c1)c(C(O)CN1CCC3(CC1)OCCO3)c(C)n2C (stereo not drawn)	-1	4	7	-14	0.9	5	5	-1	10
COc1ccc(C2=NOC(CN3C(=O)c4ccccc4S3(=O)=O)C2)cc1 (stereo not drawn)	-5	2	89*	-9	0.1	9	-2	5	11
Cc1cc(C)cc(N(C(=O)CNC(=O)c2cccs2)C(C(=O)NC2CCCC2)c2cccnc2)c1 (stereo not drawn)	4	x	15	-6	0.9	1	-9	0	-21
COc1ccccc1/C=C/C1=NC(=C\N(C)C)/C(=O)O1	6	-4	-6	0	1.1	6	-2	-4	-8
COc1ccc(-n2nnnc2SCC#CCO)cc1	-5	6	45	-4	0.6	2	-4	2	-18
COc1ccccc1NC(=O)Cc1coc2cc(C)ccc12	0	x	42	3	0.6	10	6	-1	5
O=C1c2ccccc2C(=O)N1CCc1ccccn1	-14	2	10	-9	0.9	6	3	13	-28
CCCC(=O)NC(C)c1nc2ccccc2n1CC (stereo not drawn)	2	10	-36	-11	1.4	2	-9	-6	-24
CCn1c(SCC(N)=O)nnc1-c1ccc(S(=O)(=O)N2CCN(C)CC2)cc1	2	7	6	-11	0.9	3	0	-6	44*
O=C(OCc1cnc(Cl)s1)c1ccccc1Cl	19	x	13	-2	0.9	0	4	-15	-26
Cc1c(Cl)cccc1NC(=O)CN1CCC(C(O)(c2ccccc2)c2ccccc2)CC1	4	x	70*	-9	0.3	-1	4	1	-13
CCC(CC)C(=O)Nc1cccc(S(=O)(=O)c2cccc(NC(=O)C(CC)CC)c2)c1	3	0	8	-14	0.9	-1	1	-4	-18
COc1ccc(C(O)C(CN2CCOCC2)c2ccccc2)cc1 (stereo not drawn)	-10	x	3	-3	1	1	2	11	30
COc1cccc(CNC(=O)C2CCN(S(=O)(=O)c3ccc(F)cc3)CC2)c1	1	x	27	-20	0.7	8	4	3	0
Cc1oc2ccc(O)c(CN3CCOCC3)c2c1C(=O)c1ccc(Cl)cc1	-6	x	52*	-2	0.5	6	-1	5	17

7 entries picked at random from the list so far:
SMILES	PTPN22 act	Calb biofilm kill	CYP2C9 inhib	PLK1 inh	CYP2C9 activ	Rev-RRE block	EphB4 ephrin blk	PTPN22 inh 2	Plk1 PBD FP
COc1ccccc1NC(=O)Cc1coc2cc(C)ccc12	0	x	42	3	0.6	10	6	-1	5
Cc1c(Cl)cccc1NC(=O)CN1CCC(C(O)(c2ccccc2)c2ccccc2)CC1	4	x	70*	-9	0.3	-1	4	1	-13
Cc1oc2ccc(O)c(CN3CCOCC3)c2c1C(=O)c1ccc(Cl)cc1	-6	x	52*	-2	0.5	6	-1	5	17
CCn1c(SCC(N)=O)nnc1-c1ccc(S(=O)(=O)N2CCN(C)CC2)cc1	2	7	6	-11	0.9	3	0	-6	44*
COc1ccc(C2=NOC(CN3C(=O)c4ccccc4S3(=O)=O)C2)cc1 (stereo not drawn)	-5	2	89*	-9	0.1	9	-2	5	11
COc1ccc(-n2nnnc2SCC#CCO)cc1	-5	6	45	-4	0.6	2	-4	2	-18
COc1ccc2c(c1)c(C(O)CN1CCC3(CC1)OCCO3)c(C)n2C (stereo not drawn)	-1	4	7	-14	0.9	5	5	-1	10

The listing continues:
SMILES	PTPN22 act	Calb biofilm kill	CYP2C9 inhib	PLK1 inh	CYP2C9 activ	Rev-RRE block	EphB4 ephrin blk	PTPN22 inh 2	Plk1 PBD FP
CCC(CO)NC(=O)c1ccc(-c2nn(C)c(=O)c3ccccc23)cc1 (stereo not drawn)	12	7	33	-12	0.7	3	-2	-11	-2
O=C(NCc1cccs1)c1cnn2cccnc12	-8	9	-14	-1	1.1	7	-5	9	-20
Oc1ccc(Cl)cc1CNCC1CCCO1 (stereo not drawn)	-5	6	5	-13	1	8	5	1	-28
CCOC(=O)N1CCN(C(=O)C(C)(C)Oc2ccc(Cl)cc2)CC1	-1	8	84*	4	0.2	7	3	-1	-6
CC1(C)CC(=O)c2c(-c3cccnc3)n[nH]c2C1	3	16	-6	-2	1.1	1	3	-2	-28
COCCNC(=O)C(c1ccc(C)o1)N(C(=O)c1snc(C(N)=O)c1N)c1ccc(C)cc1 (stereo not drawn)	-10	9	16	-8	0.8	2	2	8	25
Cc1ccc(-c2cc(C(=O)N3CCCc4ccccc43)c3ccccc3n2)cc1	-3	x	93*	-11	0.1	4	4	2	13
Cc1ccc2c(C)ccc(O)c2n1	1	8	-3	-12	1	3	-8	-5	-28
COc1ccc(NC(=O)c2cc(C(C)C)on2)cc1OC	-8	7	-11	-8	1.1	0	-2	7	-17
CC1CCN(C(=O)Cn2c(=O)n(Cc3ccc4c(c3)OCO4)c(=O)c3ccccc32)CC1	-9	8	54*	-11	0.5	9	0	7	11
CC(C)(C)n1nc2c(c1NC(=O)COc1ccc(Cl)cc1)CSC2	5	4	86*	-3	0.1	-3	1	-4	-13
CSc1nc2ccccc2n1C(=O)Oc1ccccc1	7	11	2	-3	1	0	9	-4	-33
OCc1ccccc1N=c1ssnc1Cl	-10	6	5	-15	1	3	-3	9	26
CC(=O)/C=C\c1cn(-c2ncc(C(F)(F)F)cc2Cl)c2ccccc12	-3	x	29	-11	0.7	5	3	6	9
CC(=O)c1cccc(NC(=O)C=C(C)C)c1	8	6	-7	-6	1.1	4	-1	-11	-7

By substructure: the compounds so far containing a furan ring, fused or not.
SMILES	PTPN22 act	Calb biofilm kill	CYP2C9 inhib	PLK1 inh	CYP2C9 activ	Rev-RRE block	EphB4 ephrin blk	PTPN22 inh 2	Plk1 PBD FP
COc1ccccc1NC(=O)Cc1coc2cc(C)ccc12	0	x	42	3	0.6	10	6	-1	5
Cc1oc2ccc(O)c(CN3CCOCC3)c2c1C(=O)c1ccc(Cl)cc1	-6	x	52*	-2	0.5	6	-1	5	17
COCCNC(=O)C(c1ccc(C)o1)N(C(=O)c1snc(C(N)=O)c1N)c1ccc(C)cc1 (stereo not drawn)	-10	9	16	-8	0.8	2	2	8	25

Other structures.
SMILES	PTPN22 act	Calb biofilm kill	CYP2C9 inhib	PLK1 inh	CYP2C9 activ	Rev-RRE block	EphB4 ephrin blk	PTPN22 inh 2	Plk1 PBD FP
CCOc1nc(-c2ccc(Cl)cc2Cl)ccc1C#N	11	x	1	-11	1	17	-1	-14	-7
CC(NC(=O)c1ccc(CS(=O)(=O)c2cccc(C(F)(F)F)c2)o1)c1ccc2c(c1)OCCO2 (stereo not drawn)	6	5	62*	-2	0.4	8	-1	-6	-9
CCN(CC)CCOc1ncnc2c1oc1ccccc12	-12	6	43	-14	0.6	6	7	10	-16
Cc1nnc(SCc2nc(N)nc(Nc3ccccc3)n2)s1	0	0	30	-2	0.7	2	7	2	-25
CCSc1nc(N)c(C#N)c(-c2ccco2)c1C#N	20	1	x	0	x	17	5	-19	-26
COC(=O)C1=C(C)N(c2ccccc2)/C(=C/c2cccs2)C1=O	-4	x	11	-10	0.9	1	-8	2	8
COc1cc(CC(=O)NCc2ccccn2)cc(OC)c1OC	9	2	-8	-12	1.1	5	-1	-8	13
C=CCC(C#Cc1ccccc1)N(C)C (stereo not drawn)	-4	5	12	-6	0.9	-3	-3	3	-10
COc1ccc(-c2cc3ccccc3oc2=O)cc1NC(=S)NC(=O)c1ccc2c(c1)OCCO2	-1	x	1	-9	1	9	11	6	8
O=C(c1ccccc1)N1CCN(c2ccc(NCc3ccc4c(c3)OCO4)cc2)CC1	18	x	68*	-9	0.3	-4	-7	-20	10
Cc1ccc(CN/C=C/C(=O)c2ccc(Br)cc2)cc1	-4	4	-6	-10	1.1	-1	4	6	-22
Cc1ccc(N(CC(N)=O)C2SC(=O)N(Cc3ccccc3)C2=O)cc1 (stereo not drawn)	-4	1	0	0	1	7	0	1	-9
COC(=O)C1CCN(C(=O)NC(C)(C)C)CC1	2	2	-13	-10	1.1	3	-4	-7	8
Cc1ccc(NC(NC(=O)c2ccccn2)C(Cl)(Cl)Cl)cc1 (stereo not drawn)	19	x	35	-1	0.6	-2	-7	-18	14
C=CCc1cccc(OC)c1OCCOCCNCCO	8	3	6	-8	0.9	0	-4	-6	-7

Full records, looked up by structure. Screens in order: PTPN22 act | Calb biofilm kill | CYP2C9 inhib | PLK1 inh | CYP2C9 activ | Rev-RRE block | EphB4 ephrin blk | PTPN22 inh 2 | Plk1 PBD FP
Cc1ccc(CN/C=C/C(=O)c2ccc(Br)cc2)cc1 is entered as -4 | 4 | -6 | -10 | 1.1 | -1 | 4 | 6 | -22
C=CCc1cccc(OC)c1OCCOCCNCCO is entered as 8 | 3 | 6 | -8 | 0.9 | 0 | -4 | -6 | -7

Going on with the list.
SMILES	PTPN22 act	Calb biofilm kill	CYP2C9 inhib	PLK1 inh	CYP2C9 activ	Rev-RRE block	EphB4 ephrin blk	PTPN22 inh 2	Plk1 PBD FP
COc1ccc(C(C)NC(=O)C2CCCO2)cc1OC (stereo not drawn)	10	6	-3	-3	1	4	-3	-13	15
CCCN=C(C)c1c(-c2ccccc2)[nH]n(-c2nc3ccccc3s2)c1=O	-4	3	22	10	0.8	7	2	4	-17
O=C(CSc1nc2ccccc2c(=O)n1Cc1ccco1)N1CCCCCC1	6	0	95*	-7	0.1	8	4	-8	-5
COc1cc(C(=O)OC(C)CN2CCN(C)CC2)cc(OC)c1OC (stereo not drawn)	-1	5	0	-14	1	-1	-2	-2	5
OCCN1CCN(CC(O)COc2ccc3ccccc3c2)CC1 (stereo not drawn)	1	5	-28	-3	1.3	7	-8	-4	4
c1ccc(-n2nnnc2NC2CCCCCC2)cc1	-2	x	24	-3	0.8	5	6	4	-27
CC(=O)c1ccc(OCC(C)C)c(CN2CCCCC2)c1	4	1	1	-9	1	4	-2	-6	-20
